# SENP8 inh: SENP8 protease inhibitors, primary screen, biochemical, luminescence | Sentrin-specific protease 8 (Homo sapiens), Q96LD8 | purified SENP8, Z-RLRGG-aminoluciferin cleavage | inhibition, % at 10 µM | 1.2% of 330,000 active | AID 2540, 2010
# Apaf-1 inh: inhibitors of human Apaf-1 apoptosome, primary screen, biochemical, DEVD-Rh110 fluorescence, uHTS | Apoptotic protease-activating factor 1 (Homo sapiens), O14727 | reconstituted apoptosome caspase-3 activity | inhibition, % at 20 µM | 0.71% of 330,000 active; active = inhibition of at least 40% at 20 µM;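 also: plate controls were DMSO wells for no effect and DEVD-CHO caspase inhibitor wells for full effect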
# Target sequence (O14727 whole entry, looked up): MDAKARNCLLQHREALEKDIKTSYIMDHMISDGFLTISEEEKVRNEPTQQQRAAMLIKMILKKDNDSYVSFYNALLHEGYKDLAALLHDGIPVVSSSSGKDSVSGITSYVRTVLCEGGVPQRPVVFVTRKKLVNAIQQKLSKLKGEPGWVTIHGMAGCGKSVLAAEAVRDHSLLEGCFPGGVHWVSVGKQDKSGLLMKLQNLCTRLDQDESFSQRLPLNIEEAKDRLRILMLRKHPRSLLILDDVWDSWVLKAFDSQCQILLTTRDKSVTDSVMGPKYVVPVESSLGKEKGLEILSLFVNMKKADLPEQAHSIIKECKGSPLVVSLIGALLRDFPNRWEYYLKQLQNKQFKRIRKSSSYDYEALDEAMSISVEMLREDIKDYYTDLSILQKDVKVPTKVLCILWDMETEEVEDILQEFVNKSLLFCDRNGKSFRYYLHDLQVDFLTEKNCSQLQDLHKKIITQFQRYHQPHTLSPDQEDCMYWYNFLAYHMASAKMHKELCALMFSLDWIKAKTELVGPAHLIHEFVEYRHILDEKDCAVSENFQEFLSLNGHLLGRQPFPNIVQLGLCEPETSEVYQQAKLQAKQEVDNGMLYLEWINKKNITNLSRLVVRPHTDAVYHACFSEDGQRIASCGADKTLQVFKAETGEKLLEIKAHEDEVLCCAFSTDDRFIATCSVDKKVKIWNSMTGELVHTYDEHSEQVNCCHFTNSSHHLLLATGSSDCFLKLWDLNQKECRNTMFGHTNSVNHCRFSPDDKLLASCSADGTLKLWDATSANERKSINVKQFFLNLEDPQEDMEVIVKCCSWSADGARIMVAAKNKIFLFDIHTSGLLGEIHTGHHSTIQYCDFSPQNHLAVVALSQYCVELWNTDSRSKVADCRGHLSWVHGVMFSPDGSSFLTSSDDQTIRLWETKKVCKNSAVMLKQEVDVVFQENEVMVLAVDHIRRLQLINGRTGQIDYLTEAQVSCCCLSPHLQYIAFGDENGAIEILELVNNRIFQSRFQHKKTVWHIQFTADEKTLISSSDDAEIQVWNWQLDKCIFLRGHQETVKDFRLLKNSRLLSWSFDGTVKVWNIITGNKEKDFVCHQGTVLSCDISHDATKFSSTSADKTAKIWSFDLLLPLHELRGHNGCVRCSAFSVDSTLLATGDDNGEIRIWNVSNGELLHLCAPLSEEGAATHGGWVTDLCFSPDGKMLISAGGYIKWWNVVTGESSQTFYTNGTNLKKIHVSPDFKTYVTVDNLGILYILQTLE
#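 System – cell-free apoptosome with Apaf-1, procaspase-3 and caspase-9 · Buffer or medium – pH 7.5 Hepes buffer with CHAPS, BSA, DTT · Also added – cytochrome c with DEVD-Rh110 · Times – 30 min compound preincubation, 50 min activation, room temperature · Technique – Rh110 fluorescence intensity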
# Jurkat NFkB inh: inhibitors of induced NF-kB luciferase reporter, primary screen, TCR NF-kB activation inhibitor project, cell-based, luminescence, uHTS; 0.53% of 330,000 active; Jurkat, PMA/ionomycin-induced NF-kB luciferase reporter; inhibition, % at 4 µM; AID 435003, 2010
# Gli-Sufu antag: Gli-Sufu pathway antagonists, primary screen, luciferase luminescence, Sufu-KO-LIGHT cells, uHTS | Sufu-KO-LIGHT fibroblasts, Gli luciferase reporter luminescence | inhibition, % at 5 µM | 0.74% of 340,000 active;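 active = inhibition above about 55%, limit read from the data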;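 also: 0% = DMSO-treated cells and 100% = wells with medium but no cells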
# HKDC1 inh: HKDC1 hexokinase inhibitors, primary screen, biochemical, fluorescence, uHTS; Q2TB90; 0.16% of 340,000 active; inhibition, % at 20 µM; recombinant HKDC1, G6PDH/diaphorase resazurin coupled fluorescence;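 active = inhibition above about 35% when tested at 20 µM, limit read from the data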;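 also: plate controls were DMSO wells with enzyme for no effect and DMSO wells lacking enzyme for full effect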
#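 Assay system: in-house recombinant HK5 (HKDC1) enzyme. Input: HKDC1 at 5 µg/mL. Medium: Tris pH 8.0 buffer with MgCl2, Tween-20, BSA, BME. Dosing: single 20 µM dose. Schedule: 90 min reaction incubation at room temperature, dark. Signal: resazurin-to-resorufin fluorescence via G6PDH and diaphorase coupling, 525/613 nm. Controls: DMSO-enzyme wells negative, buffer-substituted wells positive.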
# UBC13 polyUb: UBC13 polyubiquitin chain formation inhibitors, primary screen, biochemical, TR-FRET, uHTS; Ubiquitin-conjugating enzyme E2 N (Homo sapiens), P61088; inhibition, % at 20 µM; 0.47% of 330,000 active; AID 485273, 2010; in the data active = inhibition above about 45%, passing the limit was not always enough
# SENP7 block: SENP7 protease inhibitors, primary screen, biochemical, luminescence, uHTS; recombinant SENP7, Z-RLRGG-aminoluciferin luminescence, 40 min; inhibition, % at 5 µM; 1.5% of 330,000 active; Sentrin-specific protease 7 (Homo sapiens), Q9BQF6;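 active = inhibition above about 50% at the single test dose, limit read from the data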;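 also: plate controls were DMSO with enzyme for no effect and no enzyme buffer wells for full effect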
# 697 NFkB inh: inhibitors of PMA/ionomycin-induced NF-kB reporter, 697 cells, primary screen, B-cell NF-kB inhibitor project, cell-based, luminescence, uHTS | 0.33% of 330,000 active | 697 B-cell NF-kB luciferase reporter, 16 h | inhibition, % at 4 µM; in the data active = inhibition above about 35%
# Numbers without * were called inactive; / = no result given. Rule as the data show it, unless noted: active = inhibition above about 50%; inactive = the rest.
SMILES	SENP8 inh	Apaf-1 inh	Jurkat NFkB inh	Gli-Sufu antag	HKDC1 inh	UBC13 polyUb	SENP7 block	697 NFkB inh
O=S(=O)(NC1CCCC1)c1ccc(S(=O)(=O)NC2CCCC2)cc1	-5	-14	2	-3	-10	11	-8	14
O=C(Nc1ncccc1O)c1ccc(S(=O)(=O)N2CCCC2)cc1	1	-4	-1	2	0	-8	2	-12
Clc1ccc(OCCSc2ncccn2)c(Br)c1	27	3	-53	-135	-5	8	25	-190
O=C(NNc1nc2c(F)cc(F)cc2s1)C1=COCCO1	-6	2	2	22	-7	6	-2	16
O=c1c(Cc2ccc(F)cc2)c(O)ccn1CCc1cnc[nH]1	2	-2	6	0	-8	8	0	4
Cc1ccc(-n2nc3c(c2NC(=O)C(C)(C)C)CS(=O)(=O)C3)cc1	7	-4	1	3	-4	6	3	-5
COc1cc(C2CC(=O)c3cnc(NC(=O)COc4ccccc4)nc3C2)cc(OC)c1OC (configuration not stated)	5	-13	2	-1	5	7	1	8
Cc1noc(C)c1CSc1ccccc1C(=O)O	0	-3	-10	13	-7	0	1	17
CCN(CC)C(=O)c1ccc(S(=O)(=O)N2CCC(c3nc4ccccc4s3)CC2)cc1	3	-4	33	59*	-10	4	9	-22
CC(C)CN(C(=O)COC(=O)c1ccc([N+](=O)[O-])o1)C1CCS(=O)(=O)C1 (configuration not stated)	4	5	0	-6	-10	-3	8	25
CCN(C(=O)CSc1ccccn1)C1CCCCC1	8	-9	2	-1	-2	12	-3	6
CS(=O)(=O)Nc1ccc(OCc2ccccc2)cc1	-5	-13	-33	-34	-3	2	17	-35
CCCC/C(O)=C1\C(=O)CC(C)(C)CC1=NCCCCCC(=O)O	-6	-3	7	9	7	-4	2	-8
COc1ccc(NC(=O)CN(C)C(=O)c2cn(-c3ccccc3)nc2-c2ccc(F)cc2)cc1	-11	28	-5	7	0	-10	-8	26
CCc1ccccc1NC(=O)c1ccc(NCCc2ccccc2)c([N+](=O)[O-])c1	6	-5	6	-6	9	-3	0	10
CC(C)Sc1cc(N2CCCC2)nc(-c2ccccc2)n1	-2	0	2	3	-4	6	-2	-13
CCC(=O)NC(=S)Nc1ccc(NC(=O)c2ccc(C)c([N+](=O)[O-])c2)cc1	-8	14	0	5	-6	-10	-6	-8
Cc1cc(C)cc(NC(=O)CN(C)S(=O)(=O)c2cccc3nsnc23)c1	1	9	-17	1	-3	4	6	-3
NC(=O)c1csc(-c2ccncc2)n1	4	8	-2	-12	-7	-15	0	-22
CC(C)Nc1nc(C#N)nc(NC(C)C)n1	-13	-4	-9	-1	-3	-6	-9	-1
CC1(C)S/C(=N/N=C/c2cccs2)NC1=O	-7	-17	10	-9	-5	-16	4	-2
CSc1nc(NCC(C)O)c2c3c(sc2n1)CN(C)CC3 (configuration not stated)	-3	6	-11	3	6	10	1	1
N#CCCn1cc(C(=O)Nc2ccc([N+](=O)[O-])cc2)c(-c2cccs2)n1	8	15	-17	8	0	-9	7	-20
Cc1ccc(CCNC(=O)CCn2c(=O)c3cccn3c3ccc(F)cc32)cc1	-7	22	-18	-11	-2	-4	-9	-40
O=C(NC1CCN(Cc2ccccc2)CC1)c1ccccc1OCc1ccccc1Cl	5	33	-11	44	-2	5	5	-21
COc1nnc(-c2ccc(C)c(S(=O)(=O)NCC3CCCO3)c2)c2ccccc12 (configuration not stated)	1	2	10	-1	4	-1	-2	9
Nc1nc(-c2ccc(Cl)cc2)nn1C(=O)c1ccco1	-1	-1	-13	-13	0	6	-17	34
Cc1ccc(S(=O)(=O)N2CCC(C(=O)Nc3ccc(N4CCOCC4)cc3)CC2)cc1C	1	4	1	3	2	1	-6	17
O=C(N/C(=C\c1ccco1)C(=O)N1CCCC1)c1cccs1	-2	-1	11	7	-4	-1	2	12
O=C(NCCCN1CCCC1=O)c1ccc(OCc2ccccc2)cc1	-9	4	-21	-8	-4	-3	-3	8
O=C(COc1ccc(Cl)cc1Br)N1CCN(S(=O)(=O)c2ccccc2)CC1	-2	-24	2	12	5	4	-6	0
CC(C)Nc1nc(Cl)nc(N(C#N)CN2C(=O)c3ccccc3S2(=O)=O)n1	-2	-17	4	3	-4	5	0	2
Cc1nc(SCC(=O)N(C)C2CCS(=O)(=O)C2)c(C#N)c(C)c1C (configuration not stated)	8	-3	-23	2	-3	2	3	-20
c1ccc(-c2nccnc2-c2ccccc2)cc1	1	-4	9	0	-3	-5	0	7
Cc1cc(Nc2ccccc2Cl)nc(-c2ccccc2O)n1	-6	15	-12	3	-2	6	-3	18
COc1ccc(N2C(=O)C(Cl)=C(NCc3ccccc3)C2=O)cc1	0	8	-26	-2	-2	3	3	5
Cc1ccc(-n2ncc3c2CC(C)(C)CC3NC(=O)CCc2ccc(=O)[nH]n2)cc1 (configuration not stated)	3	2	6	3	-5	4	-3	-10
O=C(CNC(=O)c1cccs1)Nc1ccc(N2CCOCC2)cc1	2	-7	-3	1	8	5	6	3
Nc1cnccc1C(=O)O	10	16	-4	-2	1	5	5	8
Cc1nc(N2CCCCC2)sc1C(=O)c1cccc([N+](=O)[O-])c1	0	11	-27	-6	3	-2	11	-19
COc1ccccc1/C=C/c1onc(C)c1S(=O)(=O)N1CCC(C(=O)NC(C)C)CC1	-12	2	-1	2	-3	4	-8	-9
CC(NC(=O)COc1cccnc1[N+](=O)[O-])c1ccc(F)cc1 (configuration not stated)	0	-5	25	-2	2	0	2	4
COc1ccc(C(=O)N2CCOC2CNC(=O)C(=O)NCc2ccccc2Cl)cc1 (configuration not stated)	-4	5	2	-1	-4	4	-3	-1
CCCCCc1nnc(NC(=O)Cc2ccc([N+](=O)[O-])cc2)s1	1	6	-1	-7	4	-17	6	-11
O=c1c(-c2ccc(Cl)cc2)cnc2n1CCS2	-5	-1	-28	-27	-12	-1	1	-9
Oc1ccc(C=Nc2ccc3ncccc3c2)c(O)c1	89*	95*	9	/	/	-49	25	11
CC(=O)Nc1ccc(NC(=O)c2cc(=O)c3cc(C)cc(C)c3o2)cc1	1	-3	14	-4	-5	5	-2	13
COC(=O)c1c(NC(=O)C2=COCCO2)sc(C)c1C	-1	15	-13	-19	-2	-4	-3	-27
COc1ccc(NC(=O)N2CCC(n3cnc4ccccc43)CC2)cc1	-7	-9	17	-10	-7	8	-2	-9
CCc1ccc(CCC(=O)Nc2ccc(OC)cc2)o1	0	-1	0	0	-2	5	2	22

# The results go on:
SMILES	SENP8 inh	Apaf-1 inh	Jurkat NFkB inh	Gli-Sufu antag	HKDC1 inh	UBC13 polyUb	SENP7 block	697 NFkB inh
O=C(c1ccco1)N1CCN(C(=O)c2cc3sccc3n2Cc2ccccc2)CC1	0	5	3	17	-8	5	-1	-6
CC(=O)O[C@@H]1[C@@]2(C)O[C@H]2CC[C@]23O[C@H]2[C@H](OC3=O)C2=C(C)C(=O)O[C@@]21O	-3	11	-2	3	1	-3	1	2
CCC(C)(C)C1CCc2[nH]nc(C(=O)NC3CCCC3)c2C1 (configuration not stated)	5	24	-44	38	3	-2	-3	-36
Cc1ccc(NC(=S)N(CCCN2CCOCC2)Cc2ccccn2)cc1Cl	-4	9	2	5	-9	7	-3	-14
CC(=O)c1c(C)oc2ccc(N(C(C)=O)S(=O)(=O)c3ccc(F)cc3C)cc12	3	14	12	9	-2	-12	0	-44
Cc1ccc([N+](=O)[O-])cc1S(=O)(=O)Nc1ccc(-c2ccc(N3CCOCC3)nn2)cc1	-2	9	5	-10	-2	-12	25	3
COc1cc(CCC(=O)OCC(=O)Nc2cccc(S(=O)(=O)N(C)C)c2)cc(OC)c1OC	-11	5	-17	-2	1	-4	-1	11
CCOC(=O)c1nn(-c2ccc(C)cc2)c(=O)cc1OCC(=O)Nc1cc(C)ccc1OC	-8	7	1	16	0	15	5	-3
O=C(COc1ccc(S(=O)(=O)N2CCOCC2)cc1)NCCN1CCOCC1	2	1	12	-6	-4	3	-9	8
CC(=O)n1cc([C@H]2C=C(C(=O)N3CCN(Cc4ccc5c(c4)OCO5)CC3)O[C@@H](OCc3ccc(CO)cc3)C2)c2ccccc21	-5	16	6	17	-6	8	12	-8
COc1cc2ccccc2cc1C(=O)N1CCN(C)CC1	-7	-2	-1	4	6	1	-14	2
Cc1cc2nc(CS(=O)(=O)c3ccccc3)cc(=O)n2[nH]1	-10	5	-3	-3	0	-9	4	-9
CC1(NC(=S)NCCCCCCNC(=S)NC2(C)CCS(=O)(=O)C2)CCS(=O)(=O)C1 (configuration not stated)	0	-15	-13	11	-1	2	0	-27
Cn1c(C(=O)NCc2ccc3c(c2)OCO3)cc2sccc21	2	3	-3	-7	-3	-5	10	6
NC(=O)CSCc1nc2ccccc2s1	-9	14	-23	-8	6	-6	-5	-12
CCOC(=O)c1c(S(=O)(=O)N2CCCCCC2)c(C)n(C)c1C	-1	25	20	-9	-4	7	-3	15
COc1ccc(CNC(=O)c2cc(=O)c3ccccc3o2)cc1	-13	12	-5	15	1	-3	-3	-5
COCCNC(=O)C(c1ccc(C)o1)N(C(=O)c1snc(C(N)=O)c1N)c1cccc(C)c1 (configuration not stated)	-3	-4	10	1	-5	35	4	-14
O=[N+]([O-])c1ccc2c(c1)C(N1CCOCC1)/C(=C/COc1ccc(Cl)cc1Cl)O2 (configuration not stated)	1	11	13	-6	0	-4	3	3
Cc1ccc(OC(C)C(=O)Nc2ccc(C)c(S(=O)(=O)Nc3ccc(C)cc3C)c2)cc1 (configuration not stated)	6	14	3	-1	-1	-1	7	16
C=CCOc1ccc(/C=C\c2nc(O)c([N+](=O)[O-])c(=O)[nH]2)cc1OCC	2	3	3	-11	9	-6	-13	9
CN1C2C=C3C(C#N)=C(N)C(C#N)(C#N)[C@@H](c4cccs4)C3C1CC2 (some centres not stated)	0	12	-4	-2	-1	-19	4	-13
Cc1ccc2c(c1)C(c1ccccc1)C(=O)O2 (configuration not stated)	1	1	8	5	-1	4	9	-17
CC(C)(C)c1cc(NC(=O)Nc2ccc(Cl)cc2Cl)no1	-1	17	-8	-7	-4	2	4	-5

# Single records (already shown).
# COc1ccc(CNC(=O)c2cc(=O)c3ccccc3o2)cc1 across the screens: SENP8 inh = -13; Apaf-1 inh = 12; Jurkat NFkB inh = -5; Gli-Sufu antag = 15; HKDC1 inh = 1; UBC13 polyUb = -3; SENP7 block = -3; 697 NFkB inh = -5
# Cc1ccc(NC(=S)N(CCCN2CCOCC2)Cc2ccccn2)cc1Cl across the screens: SENP8 inh = -4; Apaf-1 inh = 9; Jurkat NFkB inh = 2; Gli-Sufu antag = 5; HKDC1 inh = -9; UBC13 polyUb = 7; SENP7 block = -3; 697 NFkB inh = -14

# Retrieved by compound from the list above:
SMILES	SENP8 inh	Apaf-1 inh	Jurkat NFkB inh	Gli-Sufu antag	HKDC1 inh	UBC13 polyUb	SENP7 block	697 NFkB inh
COc1cc(CCC(=O)OCC(=O)Nc2cccc(S(=O)(=O)N(C)C)c2)cc(OC)c1OC	-11	5	-17	-2	1	-4	-1	11
Cc1ccc2c(c1)C(c1ccccc1)C(=O)O2 (configuration not stated)	1	1	8	5	-1	4	9	-17

# High-throughput results: PubChem BioAssay, Sanford-Burnham Center for Chemical Genomics
